High-throughput results from PubChem BioAssay.
NCOA3 inh: SRC3 coactivator transcriptional activity inhibitors, primary screen, cell-based, luminescence; Nuclear receptor coactivator 3 (Homo sapiens), Q9Y6Q9; HEK293 GAL4-SRC3 luciferase reporter; inhibition, % at 3.6 µM; 0.17% of 360,000 active;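 active = inhibition above a per-campaign cutoff, the mean of all compounds plus 3 SD, cut at about 60% in these data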;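 also: 0% = DMSO-treated cells and 100% = gossypol-treated cells at 36 µM; higher means less SRC3-driven luciferase light from the GAL4 reporter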
NCOA2 inhibitor: inhibition of GAL4-SRC2 driven luciferase reporter, primary screen, SRC2 inhibitor project, cell-based, luminescence. Nuclear receptor coactivator 2 (Homo sapiens), Q15596. HEK293 GAL4-SRC2 luciferase reporter. inhibition, % at 9 µM. 0.17% of 370,000 active;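 active = inhibition above the mean inhibition of all tested compounds plus 3 SD, set per campaign, cut at about 52% in these data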;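 also: 0% = DMSO treated cells and 100% = cells given Gossypol at 36 µM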
TLR9-MyD88 inh: inhibitors of TLR9-MyD88 association in cells, primary screen, cell-based, CHO, BLA complementation, fluorescence; AID 504734, 2011; Toll-like receptor 9 (Homo sapiens) + Myeloid differentiation primary response protein …; CCF4 FRET ratio; inhibition, % at 4.98 µM; 0.21% of 340,000 active;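 active = inhibition above the mean over all tested compounds plus 3 SD, cut at about 21% in these data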;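 also: 0% = DMSO only wells and 100% = clavulanate BLA inhibitor control wells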
Target sequence (Q99836 whole entry, looked up): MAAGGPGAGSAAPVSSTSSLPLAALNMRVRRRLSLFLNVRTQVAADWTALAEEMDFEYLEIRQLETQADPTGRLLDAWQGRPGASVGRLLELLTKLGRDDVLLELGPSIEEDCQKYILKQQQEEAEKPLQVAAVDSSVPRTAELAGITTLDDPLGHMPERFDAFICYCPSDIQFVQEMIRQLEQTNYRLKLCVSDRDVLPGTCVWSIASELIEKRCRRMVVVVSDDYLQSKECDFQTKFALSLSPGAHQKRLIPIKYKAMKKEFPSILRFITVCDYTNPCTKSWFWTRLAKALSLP
Target sequence (Q9NR96 whole entry, looked up): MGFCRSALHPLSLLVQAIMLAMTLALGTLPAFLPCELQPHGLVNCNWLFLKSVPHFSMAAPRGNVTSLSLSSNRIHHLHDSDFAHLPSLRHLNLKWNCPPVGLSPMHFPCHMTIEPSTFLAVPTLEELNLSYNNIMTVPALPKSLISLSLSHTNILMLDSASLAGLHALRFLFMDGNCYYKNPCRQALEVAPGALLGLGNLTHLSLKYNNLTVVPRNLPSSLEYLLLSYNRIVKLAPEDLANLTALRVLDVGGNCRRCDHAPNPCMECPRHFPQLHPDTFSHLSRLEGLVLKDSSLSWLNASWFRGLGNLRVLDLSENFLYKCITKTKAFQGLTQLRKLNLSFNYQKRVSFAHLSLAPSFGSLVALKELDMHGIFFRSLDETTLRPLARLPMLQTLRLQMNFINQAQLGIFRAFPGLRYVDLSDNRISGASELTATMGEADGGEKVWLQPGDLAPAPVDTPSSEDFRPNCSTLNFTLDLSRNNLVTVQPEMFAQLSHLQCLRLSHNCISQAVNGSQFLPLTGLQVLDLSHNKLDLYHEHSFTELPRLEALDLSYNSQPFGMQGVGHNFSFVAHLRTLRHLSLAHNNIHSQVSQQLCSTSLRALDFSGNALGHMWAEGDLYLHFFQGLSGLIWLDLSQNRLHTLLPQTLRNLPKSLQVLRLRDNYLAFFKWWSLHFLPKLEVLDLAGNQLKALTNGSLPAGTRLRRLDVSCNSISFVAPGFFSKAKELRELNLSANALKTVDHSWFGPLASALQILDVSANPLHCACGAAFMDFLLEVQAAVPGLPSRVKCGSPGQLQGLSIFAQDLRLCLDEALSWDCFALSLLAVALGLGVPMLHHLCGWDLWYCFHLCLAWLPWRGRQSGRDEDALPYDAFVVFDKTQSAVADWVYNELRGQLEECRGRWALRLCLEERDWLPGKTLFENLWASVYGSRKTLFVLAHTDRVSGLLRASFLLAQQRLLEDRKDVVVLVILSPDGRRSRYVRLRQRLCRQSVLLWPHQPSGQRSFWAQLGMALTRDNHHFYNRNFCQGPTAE
COUP-TFII inh: NR2F2 transcriptional activity inhibitors, primary screen, cell-based, luciferase reporter, HEK293T, luminescence. COUP transcription factor 2 (Homo sapiens), P24468. HEK293T NGFI-A luciferase reporter. inhibition, % at 8.6 µM. 0.7% of 370,000 active;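 active = inhibition above a per-plate cutoff, mean inhibition of test wells between control levels plus 3 SD, cut at about 38% in these data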;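 also: cells cotransfected with COUP-TFII expression vector driving the NGFI-A reporter; 0% = median of COUP-TF2 test wells and 100% = reporter-only cells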
NOD2-RIPK2 inh: NOD2-RIPK2 binding disruptors in cells, primary screen, fluorescence, CHO cells, BLA complementation; Receptor-interacting serine/threonine-protein kinase 2 (Homo sapiens), O43353; CCF4 ratio; inhibition, % at 4.98 µM; 0.38% of 360,000 active; in the data active = inhibition above about 21%;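 also: 0% = vehicle only and 100% = reference blocker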
TROY NFkB inh: inhibitors of TROY-driven NF-kB signaling, primary screen, Q293 LMP1-TROYcd cells, NF-kB luciferase, uHTS. Q293 LMP1-TROYcd NF-kB luciferase reporter, 4 h. inhibition, % at 10 µM. 0.98% of 360,000 active. AID 1347056, 2019;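 active = compounds whose plate-normalised and pattern-corrected inhibition of the luciferase reporter signal at the single screening dose is 50% or more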
Granule exo inh: LAMP-1 surface exposure blockers, TALL-104 cells – cell-based, flow cytometry, MLPCN library, primary screen; TALL-104 LAMP-1 surface exposure; cells stimulated with thapsigargin and PMA; inhibition, % at 10 µM; 0.66% of 360,000 active; AID 651702, 2012;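 active = inhibition above about 55%, limit read from the data; inconclusive = no clear call, values can overlap the other calls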
TWEAK-Fn14 inh: inhibitors of TWEAK-Fn14 signaling, primary screen, luciferase reporter cells, uHTS; TWEAK-stimulated Fn14 reporter cells, luciferase luminescence, 8 h; 2% of 360,000 active; inhibition, % at 10 µM; in the data active = inhibition above about 50%
SRC1 inh: SRC1 coactivator transcriptional activity inhibitors, primary screen, cell-based, luminescence. Nuclear receptor coactivator 1 (Homo sapiens), Q15788. HEK293 GAL4-SRC1 luciferase reporter. inhibition, % at 3.6 µM. 0.12% of 360,000 active. AID 588354, 2011;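 active = inhibition above the campaign mean plus 3 SD, with each screening campaign given its own cutoff, cut at about 60% in these data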;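 also: 0% = DMSO treated cells and 100% = gossypol at 36 µM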
LRH-1 inv ag: LRH-1 (NR5A2) inverse agonists, primary screen, cell-based, luminescence, HEK293T, StAR-luciferase reporter; Nuclear receptor subfamily 5 group A member 2 (Homo sapiens), O00482; LRH-1 transfected, 24 h; inhibition, % at 3.6 µM; 0.13% of 360,000 active;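 active = inhibition above the mean inhibition of all tested compounds plus 3 SD, cut at about 73% in these data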;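 also: 0% = DMSO wells and 100% = reporter-only cells lacking LRH-1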
ABHD5-PLIN5 inh: ABHD5-PLIN5 interaction inhibitors, primary screen, cell lysate, split luciferase complementation, luminescence | 0.78% of 360,000 active | AID 602281, 2012 | Split G. princeps luciferase complementation, 4 h | inhibition, % at 4 µM;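 active = inhibition above the mean inhibition across every tested compound plus 3 SD, cut at about 22% in these data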;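 also: 0% = DMSO only wells and the 100% control is not disclosed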
* hit, by the source's call; ? = inconclusive; · = not tested or not shown. The list is partial, so the mix of outcomes need not match the whole.

SMILES	NCOA3 inh	NCOA2 inhibitor	TLR9-MyD88 inh	COUP-TFII inh	NOD2-RIPK2 inh	TROY NFkB inh	Granule exo inh	TWEAK-Fn14 inh	SRC1 inh	LRH-1 inv ag	ABHD5-PLIN5 inh
COc1ccc(CN/C(C)=C(/C#N)C(N)=O)cc1OC	9	1	7	2	1	-1	11	-2	-12	-6	1
O=S(=O)(c1cccc2ccccc12)N1CCC2CC1c1cc(-c3ccc4c(c3)OCO4)ccc12 (stereo not given)	3	0	·	-6	-3	6	0	25	0	11	-1
Cc1cc(C(=O)NCc2ccco2)c2ccccc2n1	-12	-8	4	-7	-1	0	0	17	-7	3	7
CCOc1ccc(/C=C/C2=NNC(=O)CC2)cc1	-80	-49	1	-36	-2	-47	-2	-10	-65	-50	2
Cc1nnsc1C(=O)Nc1ccc(S(=O)(=O)N2CCCCC2)cc1	13	-9	-1	13	-5	-14	?	-13	3	11	2
CCOc1cc(C)ccc1OCc1nnc(SCC(=O)c2cccc([N+](=O)[O-])c2)n1CC	10	-2	-6	-3	-15	-9	-4	-4	7	-16	2
COc1ccccc1OCC(=O)Nc1cc(C)ccc1NC(=O)c1ccco1	4	-10	-6	-12	-7	1	5	0	2	-1	5
CC(=O)Oc1ccccc1C(=O)Nc1ccccc1C(=O)N1CCCC1	14	10	-6	12	-6	-3	-5	-6	-2	17	2
O=C(Nc1ccccc1N1CCCC1)c1ccc([N+](=O)[O-])cc1Cl	-4	9	-1	-3	-3	3	-14	6	11	12	2
O=S(=O)(NCCC1CC1(Cl)Cl)c1ccc(Cl)cc1 (stereo not given)	9	-13	11	-15	3	-12	0	0	15	0	-7
CCn1c(=O)c(C(=O)NCCc2ccccc2)c(O)c2ccccc21	-31	-3	4	-2	-6	·	14	24	-10	-1	0
CCC(=O)N1CCc2cc(S(=O)(=O)CCC(=O)NCc3ccccc3OC)ccc21	-4	-34	3	2	-12	-4	11	5	-21	-11	1
O=C(Nc1ccc(Cl)c(-c2nc3ccccc3[nH]2)c1)c1cccnc1	17	-15	2	0	-1	-1	0	0	8	17	6
CC(C)(C)N(Cc1ccccc1)C(=O)COC(=O)CCc1c[nH]c2ccccc12	11	15	-11	1	0	11	3	36	-19	4	1
COc1cc(OC)cc(C(=O)Nc2nc3ccc(S(C)(=O)=O)cc3s2)c1	-20	-58	8	0	-4	-16	0	-11	-26	-18	3
Cc1cc(NC(=O)CSc2nc(-c3ccc(F)cc3)cs2)no1	-4	18	-8	-2	2	1	-2	-6	0	-16	4
COc1ccccc1-c1ccc(=O)n(CC(=O)Nc2ccc(C(=O)N3CCCC3)cc2)n1	-3	2	-1	13	-13	7	-2	1	-8	-9	12
CC(=O)Nc1sc(C)c(C)c1C(=O)OCC(=O)Nc1cccc(C)c1	26	-40	1	23	-4	-15	-5	-20	-2	6	-7
Cc1ccc(Nc2nc(N)nc(CCl)n2)cc1	-61	27	·	-22	1	-25	51	19	-68	-32	9
COc1ccccc1OCc1ccc(C(=O)Nc2cc(OC)c(OC)c(OC)c2)o1	-16	-29	-20	-5	9	14	-4	20	4	6	0
Cc1ccc(S(=O)(=O)CCNC(=O)Cc2ccccc2)cc1	-1	-32	5	-3	6	-7	-3	15	-25	-15	-6
CC(C)[C@H](NC(=O)OC(C)(C)C)c1nnc(SCc2cccc(F)c2)o1	17	-33	-3	-6	-8	8	2	10	10	9	0
COC(=O)c1sc2nc(CSc3ccc(Br)cc3)[nH]c(=O)c2c1C	-11	-23	-1	-16	0	1	-2	-17	-2	1	0
N#C/C(=C\c1cc(O)c(O)c(O)c1)C(N)=O	4	5	-5	17	-3	6	-8	8	2	2	-4
COc1ccc(NC(=O)NCCN2CCN(c3cccc(Cl)c3)CC2)cc1	13	6	1	-20	-2	1	0	-1	10	9	8
O=C(CNC(=O)c1ccc(Br)o1)NNC(=O)c1n[nH]c(=O)c2ccccc12	8	-2	10	14	-9	1	1	12	9	-3	-2
CCCCNC(=O)C1CC(c2ccccc2[N+](=O)[O-])=NO1 (stereo not given)	-60	-8	5	-2	-4	-20	-1	-14	-40	-12	-1
O=C(c1cccs1)c1coc2ccc(O)cc12	-67	-50	2	-44	-10	-32	-3	-6	-106	-178	-5
CCOC(=O)c1csc(NC(=O)c2ccc(S(=O)(=O)N3CCCC3)cc2)n1	-12	14	5	14	-8	-3	-1	8	11	-9	3
CCC1=NN(C(=O)Cc2ccc(OC)c(OC)c2)C(O)(C(F)(F)F)C1 (stereo not given)	4	-16	-3	-3	-3	11	-8	12	-15	5	-1
COc1cc(NC(=O)c2ccc3c(c2)C(=O)N(CCC(C)C)C3=O)c(C(=O)O)cc1OC	-5	8	0	0	5	2	5	-10	0	-6	0
O=C1NCCN(Cc2ccc(Cl)c(F)c2)C1CC(=O)N1CCCO1 (stereo not given)	5	-23	1	-8	8	-12	5	-11	2	5	-11
CCN(C(=O)COC(=O)c1oc2ccccc2c1C)c1c(N)n(Cc2ccccc2)c(=O)[nH]c1=O	21	2	1	26	0	-7	1	-11	-5	9	-1
S=c1[nH]nc(-c2ccccn2)n1/N=C/c1ccc(Cl)cc1	15	17	4	-6	4	9	-9	8	6	8	3
COCCCNC(=S)N1CCN(c2nc(-c3ccc(Cl)cc3)cs2)CC1	2	-1	-4	30	3	27	3	48	5	13	0
COc1ccc(C(=O)c2sc(Nc3ccccc3)c(C(=O)Nc3ccc(OC)c(OC)c3)c2N)cc1	-15	-10	1	8	-15	-11	3	-19	-25	-18	-1
Cc1cc(C)n2nc(C(=O)OCC(=O)N(CC(C)C)C3CCS(=O)(=O)C3)nc2n1 (stereo not given)	-10	-22	-4	3	-1	17	1	-6	7	1	-7
Cc1cccc(-n2nc3c(c2NC(=O)c2ccco2)CS(=O)(=O)C3)c1C	-10	-20	-11	-10	-7	4	3	-16	-16	1	-3
CCOC(=O)c1c(C)[nH]c(C)c1C(=O)COC(=O)[C@@H](NC(=O)c1ccccc1OCC)C(C)C	14	-2	-2	1	-3	-5	51	11	0	15	-2
Clc1ccc(-c2nnc(-c3ccc4ccccc4c3)o2)cc1	-14	-10	6	3	-10	-64	-1	-20	0	-5	0
O=C(NCC1CCCO1)c1ccccc1-c1nc(-c2ccc(F)cc2)no1 (stereo not given)	18	7	-14	-14	9	-8	-2	7	-7	-30	6
CCCCCCn1cc(CN2CC(N3CCN(CCN(C)C)CC3)CS2(=O)=O)nn1 (stereo not given)	·	-27	·	0	-7	-6	-4	12	·	-14	10
COc1ccc(/C=N/Nc2ccc(C(F)(F)F)cc2[N+](=O)[O-])cc1O	5	1	-3	8	0	-3	-2	7	6	-2	0
CCC(NC(=O)Cn1cnc2c(=O)n(C)c(=O)n(C)c21)c1ccccc1 (stereo not given)	-7	4	-6	5	-2	1	0	3	3	1	-3
CC(=O)c1ccc(NC(=O)CSc2nccn2C)cc1	-8	-32	-4	-19	1	-24	-12	-8	-18	-38	-3
N=c1c2c(ncn1Cc1ccco1)Oc1ccc3ccccc3c1C2c1ccccc1 (stereo not given)	22	-7	-2	-11	-2	36	21	13	-7	39	0
NC(=O)c1ccc(N2CCCCC2)c(N2C(=O)C3CC=CCC3C2=O)c1 (stereo not given)	1	16	10	-11	4	-42	0	17	7	6	0
COc1ccc(-n2cc(CN3CCCC3)c(-c3cccc(F)c3)n2)cc1	-2	-15	1	-15	-3	-24	2	-11	-31	-12	9
CC(C)c1ccc(/C=C2\SC(=O)N(CC(=O)NC3CCS(=O)(=O)C3)C2=O)cc1 (stereo not given)	-36	-50	-4	-13	-1	-9	1	-14	-51	-45	1
Cc1ccc(C(=O)Nc2ccc(N3CCCC3)cc2)cc1	-76	-59	2	-36	-5	9	-3	-19	-104	-140	4
COc1ccc(C(=O)NC2CCN(S(=O)(=O)c3ccccc3F)CC2)cc1	-17	4	6	-21	-7	12	3	8	-31	13	-7
COc1cc(OC)cc(-c2nc(-c3ccccc3OC)no2)c1	12	5	0	7	-15	-29	4	-2	2	0	6
COC(=O)C(C#N)C(c1cccnc1)c1c(C)[nH][nH]c1=O (stereo not given)	-22	9	4	5	-6	13	0	-23	4	-15	5
CN1/C(=C\C=C2\N=C(c3ccc(F)cc3)OC2=O)C(C)(C)c2ccccc21	16	9	8	25	1	3	21	0	8	25	1
O=C(Cc1ccccc1)NCc1ccc(-n2cccc2)cc1	-7	-13	7	-39	-10	-4	3	16	-20	-2	5
O=C(O)CCCCCn1c(SCC(=O)Nc2ccc(F)cc2)nc2ccsc2c1=O	-1	-30	-3	1	-13	-3	-2	-3	-30	4	2
O=S(=O)(c1ccc(Cl)cc1)N1CCN(Cc2ccc(O)c3ncccc23)CC1	24	16	4	6	0	20	3	-2	2	-2	3
COc1ccc(N2CCN(C(=O)NCc3ccc(OC)c(OC)c3)CC2)cc1	-12	-15	-8	5	-4	1	-10	22	8	-4	2
COc1ccc2cc3cc(C(=O)N(C)C4CCCCC4)oc3nc2c1	-67	·	-11	·	0	-2	-1	46	-64	-127	-1
Cc1cc(C)c2ccc(Cl)cc2n1	-9	-2	-5	0	4	-6	-3	-11	-22	8	-2

Given field by field: entries from further up.
> COc1ccc2cc3cc(C(=O)N(C)C4CCCCC4)oc3nc2c1
  NCOA3 inh: -67
  NCOA2 inhibitor: ·
  TLR9-MyD88 inh: -11
  COUP-TFII inh: ·
  NOD2-RIPK2 inh: 0
  TROY NFkB inh: -2
  Granule exo inh: -1
  TWEAK-Fn14 inh: 46
  SRC1 inh: -64
  LRH-1 inv ag: -127
  ABHD5-PLIN5 inh: -1
> Cc1cc(C)c2ccc(Cl)cc2n1
  NCOA3 inh: -9
  NCOA2 inhibitor: -2
  TLR9-MyD88 inh: -5
  COUP-TFII inh: 0
  NOD2-RIPK2 inh: 4
  TROY NFkB inh: -6
  Granule exo inh: -3
  TWEAK-Fn14 inh: -11
  SRC1 inh: -22
  LRH-1 inv ag: 8
  ABHD5-PLIN5 inh: -2

(listing goes on)
SMILES	NCOA3 inh	NCOA2 inhibitor	TLR9-MyD88 inh	COUP-TFII inh	NOD2-RIPK2 inh	TROY NFkB inh	Granule exo inh	TWEAK-Fn14 inh	SRC1 inh	LRH-1 inv ag	ABHD5-PLIN5 inh
COC(=O)C1CCN(S(=O)(=O)c2ccc(NC(C)=O)cc2)CC1	0	4	-5	-12	1	2	-1	9	11	-1	0
COc1ccc(C(=O)CSc2nc(N)nc(SC)c2C#N)cc1	0	15	-12	14	-3	-12	0	8	-7	1	-5
CC12CN3CC(C)(CN(C1)C3c1ccc(Cl)cc1Cl)C2=O (stereo not given)	-2	-14	3	6	5	6	4	-4	-35	-19	2
O=C(Oc1ccccc1C(=O)N1CCOCC1)c1ccc(Br)cc1	19	-7	-5	25	0	32	-2	28	3	-2	2
